JMJD2C inh – human JMJD2C demethylase inhibition. 0.069% of 330,000 active. GST-JMJD2C(1-420) H3K9me3 demethylation, DELFIA europium. inhibition, % at 2.35 µM;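 active = more than half of a compound's replicate wells show inhibition beyond 50%, single wells judged on their own value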;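 note: signal counts dimethyl H3K9 product captured on neutravidin plate; 0% = median of DMSO wells and 100% = 0.3 times that DMSO median; strong numbers were not always called active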
Target sequence (Q9H3R0 1-420 limits assumed): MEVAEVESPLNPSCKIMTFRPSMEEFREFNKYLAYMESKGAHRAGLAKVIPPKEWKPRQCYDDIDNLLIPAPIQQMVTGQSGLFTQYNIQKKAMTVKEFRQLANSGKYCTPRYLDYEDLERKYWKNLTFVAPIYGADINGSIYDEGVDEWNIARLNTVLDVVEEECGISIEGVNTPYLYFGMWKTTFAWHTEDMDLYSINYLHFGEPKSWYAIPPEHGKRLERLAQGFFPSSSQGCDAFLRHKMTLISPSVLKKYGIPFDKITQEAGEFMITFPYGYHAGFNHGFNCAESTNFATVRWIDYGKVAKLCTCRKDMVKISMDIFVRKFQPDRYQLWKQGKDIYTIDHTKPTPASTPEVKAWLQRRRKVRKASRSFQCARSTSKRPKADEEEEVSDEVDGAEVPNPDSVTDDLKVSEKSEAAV
Fh CTSL1 inh – blocks F. hepatica cathepsin L1 in PFM18AAP counter-screen; inhibition, % at 5.96 µM; 0.49% of 300,000 active; AID 1906; recombinant F. hepatica cathepsin L1, Z-Leu-Arg-MCA fluorescence;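 active = inhibition above the mean of all tested compounds plus 3 SD, set per screening campaign, cut at about 17% in these data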;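 note: 0% = plate median of test compound wells and 100% = 1 µM Z-Phe-Ala-diazomethylketone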
Efflux pump mplx – inhibitors of Candida antifungal efflux pumps expressed in yeast | S. cerevisiae Candida pump triplex, Nile Red efflux | 0.44% of 330,000 active | inhibition, % at 10 µM | AID 485275;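 active = plate passing quality check with inhibition over a set limit, or well fluorescence over plate mean plus 4 SD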;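 note: Nile Red retained in pooled yeast measured as flow cytometry median fluorescence; 0% = buffer negative control and 100% = Enniatin B positive control; higher means more Nile Red kept so more efflux inhibition; some compounds called inactive have numbers as strong as hits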
PP1 inh – blocks human PP1-alpha phosphatase, a PP5 counter-screen; P62136; purified PP1alpha, OMFP fluorescence; inhibition, % at 6.7 µM; 0.9% of 320,000 active; AID 2235;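 active = inhibition above the mean inhibition of all tested compounds plus 3 SD, computed separately for each screening campaign, cut at about 15% in these data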
HCV core dimer – HCV core protein dimerization inhibition; TR-FRET GST/Flag-core106 dimerization, 1536-well; inhibition, % at 5 µM; 0.33% of 300,000 active;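 active = inhibition above the mean of all tested compounds plus 3 SD, set per screening campaign, cut at about 45% in these data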
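System: GST-tagged and Flag-tagged HCV core protein residues 1-106 / Input: core106 proteins, GST 13.5 nM and Flag 17 nM / Buffer or medium: KF-containing HEPES buffer, pH 7.45, DTT, CHAPS, BSA / Probe or stimulus: Eu-anti-GST and XL665-anti-Flag labelled anti-tag antibodies / Schedule: 4 h, 22.5 °C incubation / Technique: TR-FRET 671 and 617 nm emission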
procasp3 activ – activates human procaspase-3. P42574. recombinant procaspase-3 D3A, Ac-DEVD-pNA absorbance 405 nm. activation, % at 8.5 µM. 0.11% of 330,000 active;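 active = activation above the mean of all tested compounds plus 3 SD, cut at about 21% in these data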;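 note: 0% = DMSO alone and 100% = DMSO wells spiked with extra 5 µM PC-3 D3A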
Target sequence (P42574 whole entry D9A/D28A/D175A): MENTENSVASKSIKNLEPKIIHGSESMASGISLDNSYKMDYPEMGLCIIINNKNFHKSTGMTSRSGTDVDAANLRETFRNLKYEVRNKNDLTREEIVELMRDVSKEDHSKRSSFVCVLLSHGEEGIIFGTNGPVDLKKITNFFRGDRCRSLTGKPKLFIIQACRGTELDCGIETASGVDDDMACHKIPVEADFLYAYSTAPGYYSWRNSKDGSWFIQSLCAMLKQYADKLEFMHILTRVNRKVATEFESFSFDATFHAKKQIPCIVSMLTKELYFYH
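Assay system – Procaspase-3 D3A mutant · Benchmarks – DMSO low control, extra-enzyme high control · Technique – 405 nm absorbance of p-nitroaniline, reads at 0 and 120 min · Doses – 8.5 µM nominal · Measure – % activation between DMSO and enzyme-spiked controls · Also added – Ac-DEVD-pNA chromogenic peptide substrate · Schedule – 1 h compound preincubation, 2 h substrate hydrolysis at 25 °C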
TPT1 inh – C. albicans TPT1 enzyme inhibition; recombinant caTPT1, FP RNA substrate dephosphorylation; inhibition, % at 5 µM; 0.81% of 300,000 active; AID 1962;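 active = inhibition above the mean of all tested compounds plus 3 SD, set per screening campaign, cut at about 24% in these data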;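 note: plate controls were DMSO alone for no effect and ferristatin control at 100 nM for full effect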
PP5 primary – inhibitors of human protein phosphatase 5 (PP5); AID 1987; purified PP5c, OMFP substrate fluorescence; 0.18% of 320,000 active; P53041; inhibition, % at 6.7 µM;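 active = inhibition above the campaign's mean inhibition across all tested compounds plus 3 SD, cut at about 9.5% in these data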;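 note: 0% = DMSO only and 100% = 100 µM cantharidin control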
proCasp7 act – counter-screen: procaspase-7 (human) activation | P55210 | recombinant procaspase-7, Ac-DEVD-pNA absorbance 405 nm; D23A/D198A/D206A triple mutant, cannot self-cleave; scale: DMSO 0, 5 µM enzyme 100 | activation, % at 8.5 µM | 0.093% of 330,000 active | AID 463210;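 active = percent activation above the screen-wide mean plus 3 SD, cut at about 25% in these data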
Target sequence (P55210 whole entry D23A/D198A/D206A): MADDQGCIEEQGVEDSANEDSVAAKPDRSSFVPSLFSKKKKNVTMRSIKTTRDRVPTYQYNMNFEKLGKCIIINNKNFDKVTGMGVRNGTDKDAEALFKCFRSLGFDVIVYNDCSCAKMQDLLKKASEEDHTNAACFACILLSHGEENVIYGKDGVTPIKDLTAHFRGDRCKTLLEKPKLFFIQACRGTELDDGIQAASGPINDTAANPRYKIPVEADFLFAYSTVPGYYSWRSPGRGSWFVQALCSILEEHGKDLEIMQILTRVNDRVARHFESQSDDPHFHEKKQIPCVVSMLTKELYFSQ
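Assay system: Uncleavable procaspase-7 mutant enzyme | Input: 2 µM procaspase-7 mutant as dispensed | Timing: 1 h compound preincubation, 2 h substrate cleavage, 25 °C | Repeats: One well per compound | Control set: DMSO wells as 0%, DMSO with 5 µM added PC-7 as 100% | Technique: Epi-absorbance of released pNA at 405 nm, two timepoints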
Active calls of the source: *; · = not tested or not shown; & = joins results of further samples. Hits appear at their usual frequency; about 2.9% have a hit in one of these screens.

SMILES | JMJD2C inh | Fh CTSL1 inh | Efflux pump mplx | PP1 inh | HCV core dimer | procasp3 activ | TPT1 inh | PP5 primary | proCasp7 act
COc1ccc(-c2nc(CN(C)C(C)c3ccon3)c(C)o2)c(C)c1C (configuration not stated) | 2 | 4 | 0.1 | -1 | 0 | 8 | 1 | 1.2 | 3
CCOC(=O)[C@@H]1[C@H]2COc3ccc(Br)cc3[C@@H]2N2C(=O)N(c3ccc(C)cc3)C(=O)[C@]12C | 0 | 2 | -0.1 | 0 | -13 | 6 | -2 | 3.6 | -10
COc1ccc(NC(=O)CCNS(=O)(=O)c2cc(Br)ccc2Br)cc1S(N)(=O)=O | -22 | 3 | 0.1 | 1 | 0 | 5 | -1 | 1.8 | -2
CN(Cc1ccccc1)c1ccc2nnc(-c3ccccc3)n2n1 | 4 | 4 | 0.0 | 4 | 1 | 3 | 3 | 1.7 | 2
COc1c(F)c(F)c(C(=O)Nc2cccc(Cl)c2N2CCOCC2)c(F)c1F | 10 | 1 | -0.2 | 0 | 4 | 6 | 3 | 2.3 | 3
Cc1ccc(OCC(=O)Nc2nnc(S(=O)(=O)N3CCC(C)CC3)s2)cc1 | · | -1 | 0.1 | 6 | 36 | 5 | 13 | 0.6 | -7
Fc1ccc(-c2csc3ncnc(Cl)c23)cc1 | 7 | -1 | 0.4 | -3 | 0 | 4 | 0 | 4.2 | 2
CC(C)CC(=O)N(c1ccc(F)cc1)C1C=CS(=O)(=O)C1 (configuration not stated) | -9 | -1 | 0.1 | -3 | -6 | -3 | 2 | 4.2 | 5
O=C(CCS(=O)(=O)c1ccccc1)N1CCN(c2ccc(F)cc2)CC1 | 3 | 0 | 0.0 | 1 | -5 | -7 | 0 | -1.3 | 1
Cn1c(CNC(=O)CNS(=O)(=O)c2ccc(Cl)cc2)cc(=O)n(C)c1=O | 3 | 0 | -0.2 | -1 | -13 | 0 | 1 | 1.7 | 2
CCOC(=O)COc1ccc(S(=O)(=O)N2CCN(C(=O)OCC)CC2)cc1 | -2 | -2 | 0.0 | 1 | 1 | -3 | 0 | 3.1 | 3
Cc1[nH]c2ccccc2c1C(=O)CSCC(=O)O | 8 | -3 | 0.1 | -5 | 2 | -1 | -4 | -0.2 | -6
ClC1=C(Cl)C(Cl)=C(Cl)C1=C/C=C/c1ccccc1 | 0 | -3 | -0.1 | -5 | 5 | 4 | -1 | 0.4 | 0
CC(=O)N1CCC2(CC1)C/C(=N\NC(=S)Nc1ccccc1C)c1cc(O)ccc1O2 | 3 | -2 | -0.2 | 3 | 0 | 0 | -1 | 0.2 | -9
S=C(Sc1ccc(Cl)cc1)Sc1ccc(Cl)cc1 | 5 | 0 | -0.3 | 2 | -4 | -2 | -3 | 0.5 | -5

Overlap with the part before: 2 entries, then new ones.
SMILES | JMJD2C inh | Fh CTSL1 inh | Efflux pump mplx | PP1 inh | HCV core dimer | procasp3 activ | TPT1 inh | PP5 primary | proCasp7 act
CC(=O)N1CCC2(CC1)C/C(=N\NC(=S)Nc1ccccc1C)c1cc(O)ccc1O2 | 3 | -2 | -0.2 | 3 | 0 | 0 | -1 | 0.2 | -9
S=C(Sc1ccc(Cl)cc1)Sc1ccc(Cl)cc1 | 5 | 0 | -0.3 | 2 | -4 | -2 | -3 | 0.5 | -5
COc1ccc(C(C)NC(=O)c2cccc([N+](=O)[O-])c2)cc1OC (configuration not stated) | -1 | 0 | -0.3 | 2 | -4 | -12 | -2 | 1.9 | 2
CN(C)Cc1nc2c(c(=O)[nH]1)C1(CCCCC1)Cc1ccccc1-2 | 1 | -2 | 0.0 | -1 | -5 | -9 | 0 | 2.4 | 8
COc1nccnc1NS(=O)(=O)c1ccc(N=Cc2c(C)[nH]n(-c3ccc(Cl)cc3)c2=O)cc1 | -1 | 3 | -0.1 | -3 | 5 | -2 | -2 | 1.9 | 0
O=[N+]([O-])c1cccc(-c2c(-c3ccccc3)ncc3ccc(F)cc23)c1 | -6 | · | -0.4 | -3 | · | -5 | · | 1.1 | 16
Cc1cn2c(nc1=O)OC1C(O)C(COC(=O)c3ccccc3)OC12 (configuration not stated) | 4 | 2 | 0.1 | -4 | 4 | 11 | -1 | 0.1 | 7
Cc1nnc(SCC(=O)N2c3ccccc3Sc3ccccc32)n1N | -3 | 2 | 0.0 | -4 | 5 | 10 | 0 | -0.2 | 9
COCCn1c(SCC(=O)NCc2cccs2)nnc1-c1ccc(OC)cc1 | 3 | -1 | 0.0 | -1 | 2 | 1 | 0 | 0.2 | -3
Cc1ccc(S(=O)(=O)NC2CCC(C(=O)O)CC2)cc1 (configuration not stated) | 5 | -1 | 0.2 | -5 | -2 | 0 | 3 | 1.4 | -4
Cc1ccc(-n2nnnc2CNC(=O)C2CC(=O)N(c3ccccc3)C2)cc1C (configuration not stated) | 6 | -1 | -0.1 | -2 | 6 | -3 | 1 | 0.0 | 6
O=C(COc1ccc(S(=O)(=O)NCc2ccccc2)cc1Cl)NCc1ccccn1 | -9 | -4 | -0.2 | -1 | -1 | -1 | 0 | 0.0 | -7
COc1cccc(CNC(=O)Cn2nc(-c3ccc(Cl)cc3)ccc2=O)c1 | · | 0 | 0.4 | 0 | 3 | 5 | 1 | -1.2 | 4
CN1Cc2sc(N)c(C#N)c2CC1(C)C | -2 | 1 | -0.1 | 3 | -4 | -15 | 22 | 4.7 | -3
CCC(C)C(NC(N)=O)C(=O)Nc1ccc(C(=O)OC)cc1 (configuration not stated) | -28 | 3 | 0.0 | -5 | 1 | -1 | 0 | -1.1 | 10
COC(=O)C1C(O)=C(C=NCc2ccccc2)C(=O)CC1(C)C (configuration not stated) | 5 | 2 | 0.0 | -3 | 5 | 3 | 1 | -0.5 | -5
O=C(O)c1cc(Cl)c2c(c1)OCO2 | -6 | 0 | 0.1 | 1 | 1 | 3 | 2 | -0.5 | 3
COC(=O)CSc1nnc(-c2ccccc2OC)n1-c1ccc(C)cc1 | 8 | 1 | 0.0 | -3 | 4 | 1 | -4 | -0.1 | -2
COc1ccc(/C=C(\NC(=O)c2ccc(C)cc2)C(=O)Nc2c(C)n(C)n(-c3ccccc3)c2=O)cc1 | 1 | 2 | 0.0 | -2 | 2 | 0 | 2 | -0.6 | 7
O=C(COC(=O)/C=C/c1ccc(OC(F)F)cc1)NCc1cccs1 | 1 | -4 | -0.2 | -2 | 3 | 3 | -2 | 0.8 | 0
Brc1ccc(-c2csc(-c3c[nH]c4ccccc34)n2)cc1 | -1 | -1 | -0.1 | 2 | 18 | 9 | -3 | 3.0 | 4
Cn1nnc(NC(=O)CSc2ncn[nH]2)n1 | -3 | 0 | 0.3 | 3 | -5 | 1 | 6 | 0.1 | 6
O=C1CN(c2ccc(F)cc2)C(=S)N1c1ccccc1 | 3 | 1 | 0.0 | -2 | -4 | -2 | -5 | 0.8 | 6
Cc1ccc2[nH]c(=O)c(CN(Cc3ccccc3)Cc3nnnn3C3CCCC3)cc2c1 | 8 | 5 | 0.0 | 0 | 14 | -3 | -1 | 2.5 | 6
Cc1occc1-c1nnc(SCC(=O)c2ccc3c(c2)OCCO3)n1CC1CCCO1 (configuration not stated) | 0 | -4 | 0.1 | -2 | 2 | 0 | 5 | -0.3 | 1
CCC1CCCCN1CCCNC(=O)c1ccc(CS(=O)(=O)c2ccc(Br)cc2)o1 (configuration not stated) | -2 | -3 | -0.4 | 0 | 6 | -1 | -2 | -3.4 | 15
COc1ccc(C2C(O)C(c3c[nH]c4ccccc34)=NN2C(=O)CCl)cc1 (configuration not stated) | 2 | 43* | 0.0 | 4 | -10 | -6 | 0 | 1.7 | 2
CC1CCc2sc(C(=O)N(C)CC(=O)Nc3ccc(N4CCOCC4)cc3)cc2C1 (configuration not stated) | -2 | 4 | 0.0 | 0 | 11 | -1 | 2 | 1.8 | 5
CC12CCC(=O)C=C1CCC1C2C(=O)CC2(C)C1CCC2(O)C(=O)CO (configuration not stated) | 8 | 5 | -0.1 | -3 | -1 | 4 | -1 | -2.2 | 6
COc1cccc(NC(=O)c2oc3ccccc3c2NC(C)=O)c1 | -17 | 1 | -0.6 | 2 | 3 | 3 | -2 | -2.0 | -7
COc1cccc2cc(-c3cn4ccc(C)cc4n3)c(=O)oc12 | -4 | 3 | -0.1 | 0 | 4 | 3 | 0 | 1.0 | 22
Cc1cnc(C(=O)NC2CC(C)(C)Cc3c2cnn3-c2cccc(F)c2)cn1 (configuration not stated) | 4 | 1 | 0.0 | 2 | 3 | 9 | -1 | 1.3 | -6
Cc1[nH]c(C)c(S(=O)(=O)N2CCCCC2)c1C(=O)N1CCCC1 | 3 | -1 | -0.1 | 0 | 9 | -1 | -3 | 0.4 | -11
CN1CCN(c2ccccc2NC(=O)c2ccc(N3CCCC3)c([N+](=O)[O-])c2)CC1 | -4 | 1 | 0.1 | 3 | 0 | 2 | -2 | 1.7 | -7
COc1ccc(OC)c(C2CC(=O)C3=C(C2)NC(=O)CC3c2ccc(O)c(OC)c2)c1 (configuration not stated) | -7 | 6 | -0.2 | -3 | 6 | 2 | 0 | 0.7 | 6
O=C(Cn1cnc2ccccc2c1=O)NCc1ccc2c(c1)OCO2 | 3 | 0 | 0.1 | -2 | -2 | 2 | 4 | 3.0 | -5
CCCC(C(=O)NC1CCCC1)N(C(=O)Cn1nnc(-c2ccc(C)o2)n1)c1ccccc1OC (configuration not stated) | -23&1 | 7 | 0.3 | -2 | 3 | -2 | -4 | 0.6 | -8
O=C(CCNC(=O)Cn1cnc2ccccc2c1=O)NCC1CCCO1 (configuration not stated) | -12 | -6 | -0.1 | -6 | 2 | 3 | -1 | -1.4 | 5
Cc1cc(NC(=O)/C=C/c2cccc(Cl)c2)n(-c2nc3ccccc3[nH]2)n1 | 12 | 4 | 0.4 | 1 | -7 | -6 | -3 | 1.2 | -3
COc1nc(NCc2cccnc2)nc(OC)n1 | -12 | -2 | 0.1 | 4 | -2 | 9 | -1 | -0.6 | 2
COc1cc(CCCN2C(N)=NC[C@@H]2c2ccccc2)cc(OC)c1OC | -1 | -1 | 0.0 | -1 | -1 | 7 | -3 | 1.5 | 7
COCC(=O)Nc1nnc(-c2ccc(C(C)(C)C)cc2)s1 | 51 | 3 | -0.2 | -5 | -1 | 4 | -3 | 3.2 | -9
O=C(C1CCN(c2ccc(N3CCOCC3)nn2)CC1)N1CCN(c2ccc(F)cc2)CC1 | 7 | -2 | -0.1 | -7 | 6 | 2 | -3 | 1.8 | -1
CC(=O)c1c(O)c2ccccc2n(C2CCCCC2)c1=O | -1 | 4 | 0.1 | 8 | 13 | 0 | 0 | 0.9 | 6
NC(=O)C1CCCN(CC(=O)Nc2cc(S(=O)(=O)N3CCOCC3)ccc2N2CCCC2)C1 (configuration not stated) | 4 | · | -0.1 | -2 | · | 1 | · | -1.8 | 7
